Screening data from PubChem BioAssay.
FH mod = Identification of activators of human fumarate hydratase by quantitative high-throughput screening. Fumarate hydratase, mitochondrial (Homo sapiens), P07954. FH coupled MDH/diaphorase resazurin fluorescence, 15 min. Potency, µM (titrated, usually from 79.9 µM), for the others: top-dose activity change, negative = inhibition, usual class: inhibitors. 54,000 tested, 0.22% active. AID 1347055, 2019; also: potency is read from the fitted curve at half-maximal effect; % is scaled to controls: 0 for no effect and ±100 for the full control effect; the screen sought activators but most active calls are inhibition curves; nearly all actives have a fitted effect of over 45% in size
p53null 32C tox = selectivity test: cytotoxicity in p53 null cells, permissive temperature | H1299-neo p53 null cells, ATP luminescence, 24 h, 32C | Potency, µM (doses to about 46.1 µM), for the others: at the top dose activity change, negative = cytotoxicity, most hits filed as cytotoxic | 55,000 tested, 0.62% active;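 also: potency is read from the fitted curve at half-maximal effect; 0% = DMSO only and -100% = full killing by 100 µM tamoxifen; nearly all actives have a fitted effect of over 55% in size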
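Luminescent ATP readout gave cell viability of p53-null H1299-neo cells after a 24 h compound exposure at the permissive 32C. Titrations ran up to 46 uM, and AC50s were fitted with the standard Hill equation.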
NTMT1 inhibitor = inhibitors of human N-terminal methyltransferase NTMT1; Q9BV86; NTMT1 MTase-Glo SAH luminescence, purified enzyme; Potency, µM (titrated, usually from 114 µM), inactives show at the top dose activity change, negative = inhibition, actives largely listed as inhibitors; 59,000 tested, 2.5% active; AID 1645870;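 also: potency is read from the fitted curve at half-maximal effect; plate controls were DMSO vehicle for no effect and no enzyme for full effect; nearly all actives have a fitted effect of over 65% in size; many of its hits are not listed in these tables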
Target sequence (Q9BV86 whole entry, looked up): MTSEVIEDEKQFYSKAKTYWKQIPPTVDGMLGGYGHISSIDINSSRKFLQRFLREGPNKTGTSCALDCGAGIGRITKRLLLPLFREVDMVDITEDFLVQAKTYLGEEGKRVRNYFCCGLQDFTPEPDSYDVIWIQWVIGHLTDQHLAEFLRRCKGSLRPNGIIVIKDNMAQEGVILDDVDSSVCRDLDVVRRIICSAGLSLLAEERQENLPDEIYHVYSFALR
p53null 39C kill = kills p53 null cells at the nonpermissive temperature. 55,000 tested, 0.97% active. H1299 p53-null (neo) cells, 39C, ATPlite viability, 24 h. AID 904. Potency, µM (top dose mostly 46.1 µM), inactives show at the top dose activity, negative = cell killing, most hits filed as cytotoxic;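 also: potency is read from the fitted curve at half-maximal effect; 0% = DMSO only and -100% = full killing by 100 µM tamoxifen; nearly all actives have a fitted effect of over 50% in size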
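H1299 lung cancer cells, p53-null (H1299-neo) or expressing p53 A138V (H1299-p53A138V), were plated overnight at 37C, then exposed to compounds at up to 46 uM for 24 hr at 39C. Viability was read by ATP-based luminescence.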
GALK inh = inhibitors of human galactokinase (GALK); recombinant GALK, Kinase-Glo ATP luminescence, 1 h; Potency, µM (titrated, usually from 57.5 µM), for the others: top-dose activity, negative = inhibition, usual class: inhibitors; 44,000 tested, under 10 active;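 also: plate controls were full GALK reaction for no effect and reaction lacking GALK for full effect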
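5 nM GALK with 35 µM ATP and 100 µM galactose in HEPES pH 8.0, MgCl2, NaCl, DTT, BSA; 1 h RT reaction, remaining ATP detected by Kinase-Glo Plus luminescence after 10 min; qHTS concentration series.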
B2AR arrestin ag = beta-arrestin recruitment by human beta2-adrenergic receptor ligands. P07550. HTLA Tango cells, beta-arrestin recruitment, luciferase luminescence, 18 h. Potency, µM (top dose mostly 46.1 µM), for the others: at the top dose activation, hits mostly activators. 44,000 tested, under 10 active;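 also: potency is read from the fitted curve at half-maximal effect; 0% = DMSO and full agonism = EC100 isoproterenol or metaproterenol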
Target sequence (P07550 whole entry, looked up): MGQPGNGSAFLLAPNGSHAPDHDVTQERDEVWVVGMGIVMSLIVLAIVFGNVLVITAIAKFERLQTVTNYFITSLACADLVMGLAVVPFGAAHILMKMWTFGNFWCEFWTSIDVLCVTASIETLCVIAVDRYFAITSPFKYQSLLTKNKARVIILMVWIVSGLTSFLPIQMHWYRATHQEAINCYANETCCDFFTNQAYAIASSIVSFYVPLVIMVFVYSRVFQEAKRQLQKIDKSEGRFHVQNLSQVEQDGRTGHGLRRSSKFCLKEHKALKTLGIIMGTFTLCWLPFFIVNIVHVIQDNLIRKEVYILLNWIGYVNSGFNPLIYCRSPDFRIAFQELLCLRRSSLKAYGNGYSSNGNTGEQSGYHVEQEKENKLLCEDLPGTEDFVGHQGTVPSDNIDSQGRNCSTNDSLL
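First, Tango cells carrying beta2-AR and beta-arrestin fusions received compound up to 46 microM. After 18 hr at 37 degrees C, luciferase substrate was added for 15 minutes, then luminescence gave %Activity for curve fitting.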
TSG101-PTAP inh = blocks PTAP binding to human TSG101, validation; Fluorescence polarization, FITC-PTAP peptide/Tsg101, 20 min; 44,000 tested, under 10 active; Potency, µM (titrated, usually from 115 µM), for inactives: at the highest dose activity change, negative = inhibition, most hits filed as inhibitors; Q99816; also: potency is read from the fitted curve at half-maximal effect; 0% is about no effect
Target sequence (Q99816 whole entry, looked up): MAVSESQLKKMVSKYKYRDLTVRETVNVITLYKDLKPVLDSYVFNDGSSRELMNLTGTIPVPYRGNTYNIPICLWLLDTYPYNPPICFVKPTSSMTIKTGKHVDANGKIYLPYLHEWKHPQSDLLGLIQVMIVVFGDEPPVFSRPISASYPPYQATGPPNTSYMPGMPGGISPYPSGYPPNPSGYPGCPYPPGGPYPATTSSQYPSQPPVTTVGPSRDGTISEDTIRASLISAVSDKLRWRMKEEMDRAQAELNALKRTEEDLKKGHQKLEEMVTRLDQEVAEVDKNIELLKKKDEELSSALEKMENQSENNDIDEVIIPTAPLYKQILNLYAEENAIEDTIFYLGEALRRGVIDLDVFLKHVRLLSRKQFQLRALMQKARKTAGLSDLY
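FITC-labeled PTAP peptide (50 nM final) binding to Tsg101 binding domain (10 uM final) read by fluorescence polarization after 20 min at r.t. in HEPES pH 7.5 buffer. Actives by CRC class, <25 µM.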
* marks the source's active call; other numbers are inactive results; ? = inconclusive; nt = no result given. Calls follow the shape of the dose curve; as a rule, active = well fitted curve in the direction sought with a large enough effect; inconclusive = small, poorly fitted or top-dose-only effect, or another doubt; inactive = no such curve, though single readings can be large; an effect the other way counts as inactive or inconclusive.

Structure	FH mod	TSG101-PTAP inh	B2AR arrestin ag	NTMT1 inhibitor	p53null 32C tox	GALK inh	p53null 39C kill
O=c1n(Cc2ccc(Cl)cc2)c2ccccc2c2nc(-c3ccccc3)nn12	1%	1%	0%	3%	-6%	0%	-2%
O=C1CCSC2(C(=O)N(Cc3ccc(F)cc3)c3ccccc32)N1c1ccc(Cl)cc1 (centres undefined)	-16%	-2%	0%	-10%	20%	-1%	-1%
COc1cc(-c2nc(Cn3nnc(C(=O)Nc4ccccc4C)c3C)c(C)o2)cc(OC)c1OC	-9%	2%	-2%	-1%	-5%	-3%	-7%
CCS(=O)(=O)N1CC(=O)N(c2ccc(Cl)cc2C)C(C)(C(=O)NC2CCCCC2)C1 (centres undefined)	-5%	-5%	-1%	8%	1%	-2%	2%
Fc1ccc(N2CCN(Cc3nnc(-c4ccccc4Cl)o3)CC2)cc1	0%	1%	-1%	3%	2%	3%	3%
Cn1c(=O)c2c(-c3ccc(Cl)cc3)ccnc2n(C)c1=O	-3%	-4%	0%	1%	nt	8%	nt
COc1ccc(Cn2ccc3nc(C)c(C(=O)N4CCN(c5cc(C)ccc5C)CC4)cc3c2=O)cc1	-39%	-2%	0%	1%	26%	1%	-11%
CC(C)Cc1nn2c(=O)cc(COC(=O)c3ccccc3NC(=O)c3cccs3)nc2s1	-14%	-9%	0%	8%	6%	-4%	12%
CC(C)c1ccccc1NC(=O)CSc1nnc(COc2ccccc2Cl)o1	2%	-13%	-2%	14%	2%	1%	-4%
COc1ccc(-c2[nH]c3ccccc3c2SCCNC(=O)c2cc(OC)c(OC)c(OC)c2)cc1	?	1%	-1%	-11%	17%	-3%	5%
CC(C)C(=O)Nc1cccc(C(=O)Nc2nnc(C(F)(F)F)s2)c1	?	-3%	1%	-2%	-24%	4%	-22%
Cc1cc(=O)[nH]c2nnc(SCC(=O)NC(C)(C)C)n12	3%	-2%	-4%	8%	-4%	1%	18%
Cc1ccc(CCNC(=O)c2ccc3c(=O)n(-c4ccccc4)c(=O)[nH]c3c2)cc1	-4%	-6%	-2%	6%	7%	5%	-7%
COc1ccc(C2C=C(c3ccccc3)Nc3nc(NC(=O)c4ccc(C)cc4)nn32)cc1 (centres undefined)	3%	-4%	-1%	12%	-3%	-9%	-1%
CCOc1ccc(CNC(=O)c2ccc(CS(=O)Cc3ccc(Cl)cc3)o2)cc1 (centres undefined)	-2%	-2%	3%	5%	-5%	4%	-23%
COc1ccc(Cn2c(=O)c3cccnc3n(Cc3cccc(OC)c3)c2=O)cc1	-11%	3%	1%	5%	-6%	-2%	-6%
Cc1cccc(C(=O)Nc2cccc(C(=O)OCc3cc(=O)n4c5c(sc4n3)CCCC5)c2)c1	-29%	-2%	-1%	-6%	1%	5%	-12%
Cc1cc2nc(-c3ccc(OCc4ccccc4)cc3)cc(C(F)(F)F)n2n1	-1%	0%	1%	11%	-8%	4%	-12%
Cc1ccc(NC(=O)c2c(C)cc(C)nc2SCC(=O)Nc2ccc(Br)cc2)cc1	-14%	-10%	-4%	-4%	0%	5%	-3%
Cc1cccc(CNC(=O)c2ccc3c(c2)N(C)C(=O)C2CCCCN32)c1 (centres undefined)	-3%	1%	0%	-2%	6%	1%	-13%
C#CCn1c(=NC(=O)c2ccc3c(c2)OCCO3)sc2cc(OC)c(OC)cc21	-5%	-3%	0%	-3%	6%	-1%	-15%
Cc1cccc(C)c1NC(=O)C(=O)NCC(c1ccc2c(c1)OCO2)N1CCN(C)CC1 (centres undefined)	-5%	1%	-1%	-1%	-4%	-5%	18%
CCCCNC(=O)C1CCN(S(=O)(=O)CCC)CC1	7%	-3%	1%	14%	-2%	-5%	6%
COc1ccc(S(=O)(=O)NCC(c2ccco2)S(=O)(=O)c2cccs2)cc1OC (centres undefined)	0%	-4%	-2%	4%	2%	-2%	-1%
CCOc1cc(/C=C(\C#N)C(=O)NCC2CCCO2)ccc1O (centres undefined)	-12%	-5%	0%	-2%	0%	3%	30%
CCN(CC)CCNC(=O)Cn1cnc2sc(C)c(S(=O)(=O)N3CCN(c4ccccc4OC)CC3)c2c1=O	7%	3%	0%	-1%	1%	1%	-10%
CCOc1ccc(S(=O)(=O)NCc2nc3cccnc3n2Cc2ccccc2OC)cc1	-7%	1%	0%	14%	3%	-7%	-15%
Cn1c(=O)n(CCCc2ccccc2)c(=O)c2c1nc1n2CCN1c1ccccc1	4%	-2%	-1%	-1%	8%	3%	-10%
CCc1nn(CC(=O)NCc2ccc(OC)cc2OC)c(=O)c2cc3c(OC)cccc3n12	nt	-5%	0%	nt	-3%	-2%	-14%
Cc1cc(C)cc(N(C)S(=O)(=O)c2nnc(NC(=O)COc3ccc(Cl)cc3)s2)c1	-11%	-1%	1%	-2%	0%	0%	7%
Cc1ccc(NC(=O)CCn2nc(C)c3c(C)n(-c4ccccc4)nc3c2=O)cc1Cl	-9%	3%	-1%	10%	4%	-3%	-3%
CC(C)NC(=O)CCSc1nc(-c2ccc3c(c2)OCO3)cc(C(F)(F)F)n1	4%	-2%	0%	-24%	-2%	8%	7%
Cc1ccc(N2C(=O)C(CC(=O)Nc3ccc(F)cc3)N(Cc3ccc4c(c3)OCO4)C2=O)cc1 (centres undefined)	-23%	0%	-1%	4%	19%	0%	19%
Cc1ccc(C)c(N2CCN(C(=O)C(C)n3c(C)c4cnn(-c5ccccc5)c(=O)c4c3C)CC2)c1 (centres undefined)	-22%	-1%	-3%	-2%	-4%	1%	-5%
COc1ccc(-c2cn3c(n2)sc2cc(C(=O)NCc4cccc(F)c4)ccc23)cc1	-17%	5%	-1%	-19%	4%	4%	-16%
Cc1ccc(N2C(=O)N(Cc3cc(=O)n4ccccc4n3)c3ccccc3S2(=O)=O)cc1Cl	-17%	-1%	-1%	-2%	2%	2%	7%
Cc1cccc(NC(=O)CSc2nc(C)cc(C)c2C(=O)Nc2ccc(Cl)cc2)c1	8%	-6%	-5%	-3%	-7%	-8%	-10%
CCc1ccc(NC(=O)C(Cc2ccccc2)NS(=O)(=O)c2ccc3c(c2)CCN3C(C)=O)cc1 (centres undefined)	-23%	0%	-2%	-1%	9%	9%	4%
Cc1ccc(Nc2ncc(C(=O)Nc3ccc(F)cc3F)c3ccccc23)cc1Cl	-25%	-4%	1%	11%	-6%	-6%	5%
CN(C(=O)c1nc(-c2cccc(F)c2)n2c1CCCCC2)c1ccccc1F	-16%	8%	0%	-2%	6%	2%	-7%

One compound at a time, as listed above.
Shown for Cc1ccc(C)c(N2CCN(C(=O)C(C)n3c(C)c4cnn(-c5ccccc5)c(=O)c4c3C)CC2)c1 (centres undefined) = FH mod = -22%; TSG101-PTAP inh = -1%; B2AR arrestin ag = -3%; NTMT1 inhibitor = -2%; p53null 32C tox = -4%; GALK inh = 1%; p53null 39C kill = -5%
Shown for CCOc1ccc(S(=O)(=O)NCc2nc3cccnc3n2Cc2ccccc2OC)cc1 = FH mod = -7%; TSG101-PTAP inh = 1%; B2AR arrestin ag = 0%; NTMT1 inhibitor = 14%; p53null 32C tox = 3%; GALK inh = -7%; p53null 39C kill = -15%

(next part)
Structure	FH mod	TSG101-PTAP inh	B2AR arrestin ag	NTMT1 inhibitor	p53null 32C tox	GALK inh	p53null 39C kill
COc1cccc(CNC(=O)Cn2nc(-c3ccc(C)cc3)ccc2=O)c1	-4%	-7%	1%	-5%	-5%	1%	6%
Cc1cccc(Cn2c(=O)n(CCC(=O)NCCc3ccc(Cl)cc3)c(=O)c3sccc32)c1	8%	0%	1%	-8%	1%	-3%	-10%
COc1cc(OC)c(NC(=O)c2c3c(nn2C)-c2ccccc2SC3)cc1Cl	-27%	4%	-1%	5%	-2%	-2%	?
O=S(=O)(c1ccc(Cl)cc1)c1nnn2c1nc(NC1CCCC1)c1sccc12	-2%	0%	3%	?	-4%	1%	-24%
COc1ccc(NC(=O)CCc2nnc3n(CC(C)C)c(=O)c4ccccc4n23)cc1OC	-1%	2%	-1%	3%	-10%	-5%	0%
CCc1ccccc1Nc1nn2c(=O)c3ccc(C(=O)Nc4cc(C)cc(C)c4)cc3nc2s1	-2%	-9%	-1%	?	13%	3%	-16%
CCOC(=O)c1cc2c(=O)n3ccccc3nc2n(CC(C)C)c1=NC(=O)c1c(-c2c(F)cccc2Cl)noc1C	19%	-5%	1%	6%	1%	?	9%
CCOc1ccc(NC(=O)CSc2nc(-c3ccccc3)c3cc(OCC)ccc3n2)cc1	0%	1%	-2%	10%	0%	-1%	17%
COc1cc(C2C(=O)N(C3CCCCC3)CC(=O)N2Cc2ccc(C)cc2)ccc1OC(C)C (centres undefined)	nt	0%	-2%	nt	-6%	3%	-7%

Some of these compounds in order of SMILES length, descending.
Structure	FH mod	TSG101-PTAP inh	B2AR arrestin ag	NTMT1 inhibitor	p53null 32C tox	GALK inh	p53null 39C kill
CCOC(=O)c1cc2c(=O)n3ccccc3nc2n(CC(C)C)c1=NC(=O)c1c(-c2c(F)cccc2Cl)noc1C	19%	-5%	1%	6%	1%	?	9%
Cc1ccc(C)c(N2CCN(C(=O)C(C)n3c(C)c4cnn(-c5ccccc5)c(=O)c4c3C)CC2)c1 (centres undefined)	-22%	-1%	-3%	-2%	-4%	1%	-5%
CCc1ccc(NC(=O)C(Cc2ccccc2)NS(=O)(=O)c2ccc3c(c2)CCN3C(C)=O)cc1 (centres undefined)	-23%	0%	-2%	-1%	9%	9%	4%
Cc1ccc(N2C(=O)N(Cc3cc(=O)n4ccccc4n3)c3ccccc3S2(=O)=O)cc1Cl	-17%	-1%	-1%	-2%	2%	2%	7%
Cc1cccc(Cn2c(=O)n(CCC(=O)NCCc3ccc(Cl)cc3)c(=O)c3sccc32)c1	8%	0%	1%	-8%	1%	-3%	-10%
COc1cc(C2C(=O)N(C3CCCCC3)CC(=O)N2Cc2ccc(C)cc2)ccc1OC(C)C (centres undefined)	nt	0%	-2%	nt	-6%	3%	-7%
COc1ccc(NC(=O)CCc2nnc3n(CC(C)C)c(=O)c4ccccc4n23)cc1OC	-1%	2%	-1%	3%	-10%	-5%	0%
Cc1cccc(NC(=O)CSc2nc(C)cc(C)c2C(=O)Nc2ccc(Cl)cc2)c1	8%	-6%	-5%	-3%	-7%	-8%	-10%
O=S(=O)(c1ccc(Cl)cc1)c1nnn2c1nc(NC1CCCC1)c1sccc12	-2%	0%	3%	?	-4%	1%	-24%
Cc1ccc(Nc2ncc(C(=O)Nc3ccc(F)cc3F)c3ccccc23)cc1Cl	-25%	-4%	1%	11%	-6%	-6%	5%
COc1cc(OC)c(NC(=O)c2c3c(nn2C)-c2ccccc2SC3)cc1Cl	-27%	4%	-1%	5%	-2%	-2%	?
CN(C(=O)c1nc(-c2cccc(F)c2)n2c1CCCCC2)c1ccccc1F	-16%	8%	0%	-2%	6%	2%	-7%
COc1cccc(CNC(=O)Cn2nc(-c3ccc(C)cc3)ccc2=O)c1	-4%	-7%	1%	-5%	-5%	1%	6%

These rows are one share of the data; the hit share may differ from the screen's.
